Compound activity deposited in PubChem BioAssay by several laboratories.
DAGLB inh – diacylglycerol lipase beta (human) inhibition | 0.059% of 340,000 active | inhibition, % at 5.17 µM | HEK293T DAGLB membrane lysate, EnzChek fluorogenic substrate | AID 504411; in the data active = inhibition above about 34%;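 also: 0% = enzyme with vehicle and 100% = wells lacking enzyme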
Target sequence (Q8NCG7 whole entry, looked up): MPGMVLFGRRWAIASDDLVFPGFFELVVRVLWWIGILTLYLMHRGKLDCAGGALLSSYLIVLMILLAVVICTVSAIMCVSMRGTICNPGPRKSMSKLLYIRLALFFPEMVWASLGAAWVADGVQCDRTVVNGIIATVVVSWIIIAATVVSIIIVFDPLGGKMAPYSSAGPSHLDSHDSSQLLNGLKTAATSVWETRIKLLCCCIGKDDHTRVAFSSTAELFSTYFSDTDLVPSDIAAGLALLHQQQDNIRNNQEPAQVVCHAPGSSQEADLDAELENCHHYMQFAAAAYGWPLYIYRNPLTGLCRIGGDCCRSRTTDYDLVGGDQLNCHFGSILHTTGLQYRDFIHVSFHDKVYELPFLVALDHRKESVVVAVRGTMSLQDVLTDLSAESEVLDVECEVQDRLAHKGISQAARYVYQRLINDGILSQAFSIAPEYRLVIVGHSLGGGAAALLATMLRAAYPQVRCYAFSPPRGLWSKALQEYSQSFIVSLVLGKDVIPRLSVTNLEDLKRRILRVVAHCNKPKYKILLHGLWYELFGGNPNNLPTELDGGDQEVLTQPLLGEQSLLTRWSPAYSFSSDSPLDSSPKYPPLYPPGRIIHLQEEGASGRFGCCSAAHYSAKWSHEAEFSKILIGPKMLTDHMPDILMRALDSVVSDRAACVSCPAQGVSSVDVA
phage Ecoli inh – E. coli growth loss with phage present; growth absorbance; inhibition, % at 11.9 µM; 0.26% of 360,000 active; AID 651602; in the data active = inhibition above about 11%
PfHsp90 yeast 2 – inhibits growth of yeast expressing Plasmodium falciparum Hsp90; 0.32% of 310,000 active; AID 504621; S. cerevisiae expressing PfHsp90, BacTiter-Glo ATP, 48 h; yeast lacking PDR1 and PDR3 efflux regulators; inhibition, % at 9.4 µM;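 active = every replicate shows inhibition above about 80%, whatever the replicate mean, limit read from the data; inconclusive = mean inhibition reaches the set limit but some replicate falls short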;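 also: 0% = DMSO neutral controls and 100% = 20 µM radicicol positive controls; yeast relying on Plasmodium falciparum Hsp90 in place of its own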
Rtt109 HAT inh – blocks Candida albicans Rtt109/Vps75 acetyltransferase activity; 0.16% of 330,000 active; AID 540336; purified Rtt109/Vps75, ThioGlo CoA-SH fluorescence, 4 h; inhibition, % at 34.9 µM;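 active = inhibition of at least 50% in every replicate; inconclusive = best replicate reaches 50% inhibition but some replicates fall short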
Target sequence (Q5AAJ8 whole entry, looked up): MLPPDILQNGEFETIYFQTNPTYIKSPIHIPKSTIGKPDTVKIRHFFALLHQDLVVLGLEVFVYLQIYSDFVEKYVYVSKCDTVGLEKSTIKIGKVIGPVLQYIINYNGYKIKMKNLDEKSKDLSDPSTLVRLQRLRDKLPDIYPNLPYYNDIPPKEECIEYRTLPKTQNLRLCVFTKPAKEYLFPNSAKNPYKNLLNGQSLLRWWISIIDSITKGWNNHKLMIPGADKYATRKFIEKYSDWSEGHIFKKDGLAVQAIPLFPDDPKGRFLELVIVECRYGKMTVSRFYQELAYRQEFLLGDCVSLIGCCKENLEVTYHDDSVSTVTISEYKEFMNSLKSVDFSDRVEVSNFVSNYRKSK
AddAB inh – less growth of phage-infected E. coli with AddAB; E. coli expressing H. pylori AddAB, absorbance growth; inhibition, % at 11.9 µM; 0.29% of 330,000 active; in the data active = inhibition above about 12%;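 also: 0% = vehicle wells of infected cells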
CAL PDZ inh – inhibitors of human CAL PDZ peptide binding; 0.02% of 330,000 active; purified CAL PDZ, TMR-peptide fluorescence polarization, 1 h; AID 504414; inhibition, % at 20 µM; Q9HD26;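 active = highest replicate inhibition of at least 40%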;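 also: plate controls were DMSO neutral control wells for no effect and unlabeled competitor peptide control wells for full effect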
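Test system: tagged CAL PDZ domain / Buffer or medium: sodium phosphate/NaCl buffer pH 7.4 with TCEP, IgG, Thesit / Reagent: TMR-labelled reporter peptide T*-PRC34 bound in PDZ groove / Compound dosing: single point, 20 µM / Schedule: 1 h incubation at room temperature before polarization reading / Technique: fluorescence polarization (mP) / Benchmarks: unlabelled peptide, DMSO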
E coli growth – reduces bacterial viability in AddAB counter-screen; E. coli V3065 growth, OD600 absorbance, 18 h; inhibition, % at 11.9 µM; 0.27% of 330,000 active;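 active = inhibition above the campaign's mean inhibition across all tested compounds plus 3 SD, cut at about 9.9% in these data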;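 also: uninfected addAB+ strain grown without phage in ampicillin broth; 0% = DMSO wells and 100% = ciprofloxacin 0.95 µg/ml wells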
Tat transport – E. coli Tat transport inhibition; E. coli MC4100 TorA-mCherry Tat export, fluorescence; 0.036% of 340,000 active; inhibition, % at 10 µM;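 active = mean replicate inhibition at least 50% and at least half of replicates individually reaching 50%; inconclusive = only one of the two criteria met; inactive = neither criterion met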;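 also: exported cargo escapes ClpAP degradation while cytoplasmic cargo is degraded and loses fluorescence; 0% = median of neutral control wells and 100% = median of NaSCN control wells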
Wnt bcat act – activators of Wnt/beta-catenin signaling; 1.2% of 300,000 active; Wnt/beta-catenin reporter cell assay, activator, plate reader; AID 743398; activation, % at 9.35 µM; in the data active = activation above about 30%, passing the limit was not always enough; inconclusive = no clear call, values can overlap the other calls;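 also: 0% = neutral control wells and 100% = positive control wells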
PvdQ inh – P. aeruginosa PvdQ acylase inhibition; purified PvdQ acylase, fluorescence plate reader; inhibition, % at 10 µM; 0.063% of 340,000 active; in the data active = inhibition above about 30%, passing the limit was not always enough; inconclusive = no clear call, values can overlap the other calls;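 also: 0% = vehicle neutral wells and 100% = reference inhibitor wells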
The depositor's hits bear a star; ? = inconclusive; . = not tested or not shown.

SMILES	DAGLB inh	phage Ecoli inh	PfHsp90 yeast 2	Rtt109 HAT inh	AddAB inh	CAL PDZ inh	E coli growth	Tat transport	Wnt bcat act	PvdQ inh
COc1cc(/C=C(\C#N)c2nc3ccccc3o2)ccc1O	-24	0.5	11	-2	0.5	-1.8	-0.9	5	5	-2
COc1ccc(C)cc1NC(=O)CCNS(=O)(=O)c1ccc2c(c1)CCC(=O)N2	1	1.4	-9	-7	0.1	-1.5	1.1	-5	-2	-12
COc1ccc(C(CC(=O)c2ccccc2)CC(=O)c2ccccc2)cc1OC	-3	2.2	16	13	-0.5	-0.4	-1.6	4	-1	0
O=C(CNC(=O)c1ccccc1)Oc1cccc(Cl)c1	.	-3.2	.	.	1.6	.	-1.4	.	2	.
O=C(O)c1cccc2c1C(=O)c1ccccc1-2	-2	0.0	-7	-6	0.1	0.5	-0.1	0	0	2
CCOC(=O)C1C(=O)NC(C)C1c1ccccc1 (stereo not given)	-7	3.4	-9	-8	4.3	0.4	2.2	3	.	-11
O=C(/C=C/c1ccccc1)NCCSc1ccc(Cl)cc1	-9	1.2	-12	-2	4.1	-0.6	2.9	-2	.	1
CCCCOC(=O)c1ccc(O)cc1	0	3.9	-10	-5	0.3	0.4	-2.8	-1	-1	-4
COc1cc(NS(=O)(=O)c2c(C(=O)N3CCOCC3)c(C)n(C)c2C)cc(OC)c1OC	-1	-0.2	-27	-14	3.9	-1.6	0.2	0	0	-15
O=C1C2CCCN2C(c2cccc(F)c2)N1c1cccc(Cl)c1 (stereo not given)	0	4.7	4	-2	4.4	-0.3	1.9	-7	0	-9
CCOCCCN(C)C1CCN(C(=O)c2oc3ccccc3c2NC(=O)COc2ccc(F)cc2)CC1	15	-3.0	5	20	2.0	-2.1	-2.5	0	-1	-3
COc1ccc(N2CCN(C(CNC(=O)C3CCCCC3)c3ccco3)CC2)cc1 (stereo not given)	-1	0.2	4	-1	-0.1	-1.0	-2.0	2	2	0
Cc1ccc(NC(=O)CCCn2nc(C)c3c(C)n(-c4ccccc4)nc3c2=O)cc1C	4	4.7	5	-3	2.7	-0.9	-0.6	3	-1	-5
CN1C(=O)C2(N=c3ccccc3=N2)c2ccccc21	-3	.	-18	-8	2.0	-2.4	-1.9	-11	1	-5
Cc1nc2ccccc2c(=O)n1NC(=O)C1CCC(C(C)(C)C)CC1 (stereo not given)	-5	4.6	-12	0	1.6	0.2	-7.4	-9	.	10
Cc1ccc(CCNCc2c(C(=O)O)c(C)n(-c3ccccc3)c2C)cc1	-2	0.9	0	-1	.	0.2	.	7	2	-3
O=C(O)C1CCN(S(=O)(=O)c2cccc3nonc23)CC1	-2	-0.6	0	0	1.3	-1.2	1.4	-4	-2	-9
CC(C)CNC(=S)NC1CC2CCCC(C1)N2C1CCCCC1 (stereo not given)	2	1.5	-2	-8	-0.4	-1.7	0.0	4	-1	-3
CCCC(=O)N(c1ccc(OC)cc1)C1C=CS(=O)(=O)C1 (stereo not given)	-1	3.4	19	3	0.5	-0.1	-0.4	-5	.	-10
CCOC(=O)[C@@H]1[C@H]2COc3cc(OC)ccc3[C@H]2N2C(=O)N(c3ccccc3)C(=O)[C@]12C	-2	0.2	0	4	0.7	-0.9	-1.4	0	1	-1
COc1ccc(-n2c(=S)[nH]c3c(oc4ccccc43)c2=O)cc1	1	-1.3	0	0	3.5	-1.1	0.8	-17	.	-4
Cc1cc(C)c(C)c(Oc2ncnc(N)c2[N+](=O)[O-])c1	0	0.7	4	7	4.2	-2.8	1.4	-2	.	-3
COc1ccc(Nc2nc(N3CCCC3)nc(N3CCOCC3)n2)cc1	-2	0.2	-10	12	3.5	-0.4	-0.7	3	2	-11
CC(=O)NC(O)C(=O)c1ccco1 (stereo not given)	1	3.4	-3	6	-2.3	-0.6	-1.4	-1	0	9
CC1CN(S(=O)(=O)c2ccc(C(=O)NC3CCCCC3)cc2)CC(C)O1 (stereo not given)	-1	-0.3	-35	2	1.8	0.3	-2.3	-1	-3	-15
CCCC(=NCc1ccccc1)C1=C(O)C(C(=O)OC)C(C)(C)CC1=O (stereo not given)	-1	2.8	12	2	3.2	0.4	-1.2	3	-1	-16
CC1CCCC(NC(=O)CCNS(=O)(=O)c2ccc(Br)cc2)C1C (stereo not given)	-4	4.6	-5	?	4.5	-0.3	0.9	7	-2	1
CCCNC(=O)c1ccc(N2CCC3(CC2)CC(c2ccc(Cl)cc2)=NO3)c([N+](=O)[O-])c1	4	5.4	-19	1	-1.0	-0.7	1.4	-10	-4	0
CC(C)CCNC(=O)c1onc(CSc2ccccn2)c1C(=O)NCCC(C)C	-12	2.6	10	6	0.6	0.9	-2.1	11	-2	15
CC(C)[C@H](Nc1ccc(S(=O)(=O)N2CCOCC2)cc1[N+](=O)[O-])C(=O)OCC(N)=O	1	1.6	-62	-8	0.3	0.2	0.3	-6	-2	-3
Cc1cn2c(=O)c(C(=O)N3CCN(c4ccccc4F)CC3)cnc2s1	1	0.3	5	3	4.7	-0.1	3.9	-2	-1	-11
Cc1c(N(C)C(=O)c2ccco2)c(=O)n(-c2ccccc2)n1C	-1	3.0	-5	-3	0.8	-0.2	-1.0	-2	0	-2
O=C(COC(=O)CCS(=O)(=O)c1ccc(Cl)cc1)NCCc1ccc(Cl)cc1Cl	0	1.3	38	-8	4.6	-0.4	-1.0	-8	1	-24
CNc1c([N+](=O)[O-])ncn1C	1	3.5	10	2	3.6	-1.2	-0.3	-4	.	-11
O=C(CSc1nncc(=O)[nH]1)Nc1cccc([N+](=O)[O-])c1	-4	1.9	15	6	0.9	-2.2	3.0	-4	0	-24
CCN1C(=O)C2C(c3ccc(O)c(OC)c3)NC(C)(C(=O)OC)C2C1=O (stereo not given)	-3	2.9	.	-6	3.5	-0.6	1.6	-3	.	1

Quoted at random: 2 compounds from above, in no set order.
SMILES	DAGLB inh	phage Ecoli inh	PfHsp90 yeast 2	Rtt109 HAT inh	AddAB inh	CAL PDZ inh	E coli growth	Tat transport	Wnt bcat act	PvdQ inh
CC1CCCC(NC(=O)CCNS(=O)(=O)c2ccc(Br)cc2)C1C (stereo not given)	-4	4.6	-5	?	4.5	-0.3	0.9	7	-2	1
O=C(COC(=O)CCS(=O)(=O)c1ccc(Cl)cc1)NCCc1ccc(Cl)cc1Cl	0	1.3	38	-8	4.6	-0.4	-1.0	-8	1	-24

Some of these compounds in order of their number in AddAB inh, lowest first:
molecule	AddAB inh
CCCC(=NCc1ccccc1)C1=C(O)C(C(=O)OC)C(C)(C)CC1=O (stereo not given)	3.2
CNc1c([N+](=O)[O-])ncn1C	3.6
O=C(COC(=O)CCS(=O)(=O)c1ccc(Cl)cc1)NCCc1ccc(Cl)cc1Cl	4.6

(listing goes on)
SMILES	DAGLB inh	phage Ecoli inh	PfHsp90 yeast 2	Rtt109 HAT inh	AddAB inh	CAL PDZ inh	E coli growth	Tat transport	Wnt bcat act	PvdQ inh
CC1CN(c2ccc(C(=O)c3ccccc3C(=O)O)cc2[N+](=O)[O-])CC(C)O1 (stereo not given)	-1	3.8	3	0	3.4	0.6	-0.2	-2	3	-7
Fc1cc(NC(=S)NCc2ccc(CNC(=S)Nc3ccc(Cl)c(F)c3)cc2)ccc1Cl	1	-2.5	-43	1	0.1	-1.7	0.6	2	-7	-12
COCCNC(=O)CN(C(=O)Cn1nnc2ccccc21)c1ccccc1	-1	4.8	-5	9	2.1	-3.4	1.8	2	-3	4
COC(=O)c1cc(NC(=S)NCc2ccc(Cl)cc2)cc(C(=O)OC)c1	-4	4.5	-10	3	4.6	-1.9	2.7	9	8	-14
NS(=O)(=O)c1ccc(NC(=O)COC(=O)c2cccc(S(=O)(=O)N3CCCC3)c2)cc1	-4	-0.1	-6	0	2.6	-0.9	-0.2	1	1	-3
COc1cc(CN2CCN(C(c3ccccc3)c3ccccc3)CC2)cc(OC)c1OC	-14	-2.4	15	0	-0.1	-0.3	-3.9	1	-2	-18
COc1ccc(OCCn2cc(/C(N)=N/O)c3ccccc32)cc1	4	3.2	-5	7	-1.3	-3.3	0.6	5	-1	-13
O=C(CN1C(=O)C(=O)N(C2CCCC2)C1=O)Nc1ccccc1OC(F)F	-3	4.0	10	.	4.0	-1.8	0.8	1	-3	2
COC(=O)/C(=N/Nc1ccccc1Cl)Sc1nnc(C(O)c2ccccc2)n1-c1ccccc1 (stereo not given)	0	1.2	-14	-3	1.1	-1.7	-0.6	7	-1	-7
COc1ccc(F)cc1C(=O)COC(=O)c1n[nH]c(=O)c2ccccc12	-6	-0.7	4	8	-0.1	-1.9	0.2	-4	0	0
CCCn1nnnc1-c1ccc(Cl)cc1	3	4.3	17	-2	2.0	-1.1	1.1	-7	.	2
Cc1ccc(S(=O)(=O)NCCC(=O)OCC(=O)Nc2ccccc2Cl)cc1	2	2.9	20	3	1.0	-0.7	-0.3	14	0	-19
O=C(Nn1c(O)c(C=C2N=c3ccccc3=N2)sc1=S)c1ccc(Cl)cc1	-2	4.0	.	-2	0.9	-0.8	-1.8	0	.	-6
S=C(NCCc1ccncc1)Nc1cccc2ccccc12	.	2.3	1	-3	2.9	-1.2	-0.6	1	-2	-9
O=C(Nc1ncc2c(n1)-c1ccccc1OC2)c1cccc([N+](=O)[O-])c1	-4	2.7	3	1	0.7	-2.2	0.1	-11	1	-13
O=C(CCN1CCc2ccccc2C1)Nc1ccc2c(c1)OCO2	-3	2.5	0	-2	1.1	-2.2	-0.9	1	.	-1
O=C(O)c1ccccc1NC(c1ccccc1)c1ccc(Cl)cc1 (stereo not given)	8	0.9	-58	.	1.9	-1.3	1.0	0	-1	-19
COc1ccc(Nc2cc(Sc3ccc(OC)cc3)ncn2)cc1	2	2.7	-8	-1	4.2	0.1	-0.8	4	2	-14
COc1ccc(CCNC(=O)CN(c2cc([N+](=O)[O-])ccc2OC)S(C)(=O)=O)cc1OC	-2	3.1	16	0	2.4	0.5	3.1	-4	-1	17
CCOC(=O)CC(=O)CSc1n[nH]c(=O)[nH]c1=O	-1	-3.1	-4	3	-0.8	-1.5	0.4	-4	0	-7
O=C(NNC(=O)c1sccc1-n1cccc1)c1cccs1	-1	3.7	-4	-7	4.0	-0.5	2.3	-5	-2	-12
CCCCn1c(CN(Cc2ccccc2)Cc2ccccc2)nc2c1c(=O)n(C)c(=O)n2C	2	3.6	2	4	-3.2	-1.8	-0.2	1	.	6
O=C(NCC(c1cccnc1)N1CCOCC1)c1cccc(Cl)c1 (stereo not given)	1	2.5	68	-8	0.2	0.1	-1.5	2	-5	-17
COc1ccc(C(C)=O)cc1COC(=O)CCNS(=O)(=O)c1ccc(C)cc1	-2	2.7	-1	5	1.7	-2.0	0.1	-2	-1	-1
NC1=NC2(CCCC2)N=C(Nc2ccccc2)N1	-1	-0.1	-15	-8	1.7	-0.1	-3.0	-1	1	-9
CC1(C)CC(=O)c2cnc(NC(=O)CCc3ccccc3)nc2C1	2	2.4	8	-5	0.4	-0.6	-1.0	6	-2	0
O=C(NCCCN1CCOCC1)C1CC(=O)N(CCc2ccccc2)C1 (stereo not given)	-7	1.3	10	4	1.6	-2.0	2.3	-1	-1	-12
COc1ccc(OCCNS(=O)(=O)c2ccc3oc4ccccc4c3c2)cc1	-4	0.3	3	2	-1.2	-2.9	-0.8	-1	4	-7
Cc1ccc(CCNC(=O)c2ccc(CS(=O)(=O)Cc3ccccc3F)o2)cc1	1	2.0	9	0	1.6	-1.0	-0.8	-9	-3	-8
Nc1nc(CC(=O)CSc2ccc(Cl)cc2)nc(Nc2ccc(F)cc2)n1	.	1.9	.	.	3.7	.	1.0	.	-1	.
